Bioassay records from PubChem.
PAD4 FP inh – blocks human protein arginine deiminase 4 | Q9UM07 | recombinant PAD4, RCA probe fluorescence polarization | inhibition, % at 6.36 µM | hit rate 0.41% among 330,000 | AID 485272;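 active = percent inhibition above a cutoff equal to the mean of all tested compounds plus 3 SD, cut at about 15% in these data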;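 note: 0% = PAD4 with RCA probe and DMSO and 100% = probe without PAD4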
LYPLA1 counter – LYPLA1 (human) inhibition in PME1 counter-screen | O75608 | hit rate 0.16% among 320,000 | inhibition, % at 5.9 µM | recombinant LYPLA1, FP-Rh probe fluorescence polarization;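 active = inhibition above the mean of all tested compounds plus 3 SD, set per campaign, cut at about 14% in these data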;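 note: inhibitors block serine hydrolase probe labeling of LYPLA1 so polarization falls; 0% = enzyme with DMSO and 100% = wells lacking LYPLA1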
PAFAH1B3 inh – blocks human PAF acetylhydrolase 1B catalytic subunit 3. Q15102. recombinant PAFAH1B3, FP-rhodamine probe, fluorescence polarization. inhibition, % at 3.39 µM. hit rate 0.28% among 340,000. AID 492972;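 active = inhibition above the screen-wide average of all tested compounds plus 3 SD, cut at about 25% in these data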;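 note: 0% = enzyme with DMSO only and 100% = wells lacking PAFAH1B3 protein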
PME-1 primary – blocks human protein phosphatase methylesterase 1 | recombinant PME-1, FP-Rh probe fluorescence polarization | Q9Y570 | hit rate 0.53% among 320,000 | AID 2130 | inhibition, % at 5.9 µM;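 active = inhibition above the campaign mean of all compounds plus 3 SD, cut at about 26% in these data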;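 note: competitive labeling of PME-1 active site by serine hydrolase directed probe; 0% = PME-1 with DMSO and 100% = wells lacking PME-1 enzyme; inhibitors block probe labeling so polarization falls and inhibition rises; many of its hits are not listed in these tables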
GSTO1 inh – counter-screen for RBBP9 inhibitors: inhibitors of human GSTO1. recombinant GSTO1, activity-based probe fluorescence polarization. hit rate 1.1% among 300,000. inhibition, % at 5.96 µM. P78417;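 active = inhibition above the campaign mean inhibition plus 3 SD, cut at about 35% in these data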;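 note: 0% = GSTO1-1 with DMSO and 100% = wells lacking GSTO1-1 enzyme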
PAFAH1B2 FP inh – blocks human PAF acetylhydrolase 1b catalytic subunit 2; P68402; AID 492953; inhibition, % at 3.39 µM; hit rate 1.2% among 340,000; recombinant PAFAH1B2, FP-rhodamine activity probe, fluorescence polarization;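 active = inhibition above the mean of all tested compounds plus 3 SD, cut at about 24% in these data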;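 note: 0% = enzyme with DMSO and 100% = wells lacking PAFAH1B2; many of its hits are not listed in these tables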
pPAFAH inh – pPAFAH (human) enzyme inhibition. Q13093. recombinant pPAFAH, FP-rhodamine probe fluorescence polarization. hit rate 1.5% among 330,000. inhibition, % at 3.39 µM;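 active = inhibition above the mean inhibition across the screen plus 3 SD, cut at about 25% in these data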;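 note: inhibitors block binding of the rhodamine activity-based probe so polarization drops; 0% = enzyme with DMSO and 100% = wells lacking pPAFAH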
PAFAH2 inh – inhibitors of human PAFAH2; Q99487; AID 492956; recombinant PAFAH2, FP-rhodamine activity probe, fluorescence polarization; inhibition, % at 3.39 µM; hit rate 0.99% among 340,000;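 active = inhibition above the mean over all tested compounds plus 3 SD, cut at about 30% in these data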;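 note: inhibitors block probe labeling of enzyme so polarization drops; 0% = enzyme with DMSO and 100% = wells lacking PAFAH2 protein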
Fam108B counter – Fam108B inhibition, counter-screen for RBBP9 inhibitors. recombinant Fam108B, FP-Rh probe fluorescence polarization. inhibition, % at 9.51 µM. hit rate 0.33% among 300,000. AID 1947;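 active = inhibition above the screen mean inhibition plus 3 SD, computed separately per campaign, cut at about 18% in these data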;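 note: inhibitors lower polarization as less probe binds the enzyme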
* = called active by the depositor; / = not tested or not shown; & = joins results of further samples; ! = repeats disagree. Not all compounds are listed, so the mix of outcomes need not match the whole.

SMILES	PAD4 FP inh	LYPLA1 counter	PAFAH1B3 inh	PME-1 primary	GSTO1 inh	PAFAH1B2 FP inh	pPAFAH inh	PAFAH2 inh	Fam108B counter
O=C(CNC(=O)c1ccccc1Cl)Nc1ccc(Br)cc1C(=O)c1ccccc1	7	0	0	6	-3	3	8	-3	-1
COc1ccc(CN2CCCC(C(=O)c3sccc3C)C2)cc1O (stereo unspecified)	-4	-1	17	5	6	0	1	2	4
C=CCn1c(O)c(C=Nc2ccc(N(CC)CC)cc2)c(=O)[nH]c1=O	28*	4	8	4	28	2	43*	4	-3
O=C1/C(=C/c2cccnc2)N2CCC1CC2	3	-2	2	-3	9	4	3	5	-1
N[C@@H](Cc1c[nH]c2ccccc12)c1nnc(SCc2ccccc2)o1	-2	-1	8	-1	3	11	1	6	-3
O=C1NC(=O)N(c2ccccc2)C(=O)/C1=C\C=C\c1ccccc1	-1	-1	/	1	4	/	0	/	-4
CCCC[N+]12CCC(CC1)C(C(=O)c1cccs1)C2 (stereo unspecified)	-2	-3	8	-4	3	1	3	4	3
COCCNC(=O)N1[C@H]2CC[C@@H]1C(C(=O)OC)=C(c1cccc(C#N)c1)C2	-2	-1	4	-2	/	-3	0	0	/
CCOC(=O)c1ccccc1C(=O)OCC	-3	1	7	2	9	-1	1	-3	2
N#Cc1c(/N=C/c2c(O)n(Cc3ccco3)c(=O)[nH]c2=O)sc2c1CCCC2	-1	-2	5	5	35	5	20	13	0
COc1ccccc1N1C(=O)CC(=O)NC1=O	-3	-4	1	-6	0	-1	4	0	1
Cc1cccc(N2C(=O)NC(=O)/C(=C/c3cc4c(cc3[N+](=O)[O-])OCO4)C2=O)c1	-3	-2	2	45*	29	1	42*	17	3
CC1CCC2C(C)C(=O)OC3OC4(C)CCC1C32OO4 (stereo unspecified)	-3	2	3	3	-4	8	3	-1	3
CC(=O)N1CN(C(C)=O)CN(C(C)=O)C1	2	-2	-12	3	1	-3	19	-8	1
CCOc1cc(C)cc2oc(=O)c3c(c12)CCCC3	-3	0	9	1	-5	-2	3	3	2
O=C(/C=C/c1ccccc1)c1c(O)n(CCc2ccccc2)c(=O)[nH]c1=O	-4	2	-6	-4	-9	-15	-4	-4	-5
CCCCCCCCc1ccc(O)cc1	-3	2	5	-7	/	5	2	2	/
CC(C)(C)c1ccc(C(=O)C2CCCN(C3CCC3)C2)cc1 (stereo unspecified)	-1	1	9	4	0	10	3	1	0
Cc1c2cnn(CC(=O)N3CCC4(CC3)OCCO4)c(=O)c2c(C)n1Cc1cccc(Cl)c1	1	5	1	-6	-3	1	5	2	4
Cc1nn(Cc2ccccc2Cl)c(C)c1C(=O)OCC(=O)NC1CCS(=O)(=O)C1 (stereo unspecified)	-3	3	3	2	-1	-2	-4	-7	7
CCN(CC)P(c1n(C)cc[n+]1C)N(CC)CC	1	0	-2	0	-6	0	0	5	2
Cc1cc(C)cc(-n2c(O)c(C=Nc3ccc(N4CCOCC4)cc3)c(=O)[nH]c2=S)c1	-17	-5	-4	-9	7	1	6	5	-4
COc1ccccc1C1CC2CCC(C1OC(C)=O)N2Cc1ccccc1 (stereo unspecified)	-2	1	6	-1	2	0	0	2	-1
COc1ccc(CC[n+]2cc(/N=C(\C)[O-])on2)cc1OC	-4	0	1	-2	3	5	-4	0	6
CCOC(C[n+]1c(-c2ccccc2)cc(C)cc1-c1ccccc1)OCC	5	2	0	0	3	0	-1	6	-3
Clc1cccc(N2CCNCC2)c1Cl	-1	-5	15	-1	2	5	3	-5	3
Cc1cc(OC(C)C(=O)NCC(O)c2ccccc2)c2c3c(c(=O)oc2c1)CCCC3 (stereo unspecified)	-4	0	3	-1	-5	4	7	9	0
O=C1CCCN1C(=O)c1cncc(Br)c1	1	0	4	-2	3	26*	0	-2	1
C[C@]12CC[C@H](O)CC1=CC[C@@H]1[C@@H]2CC[C@@]2(C)[C@H]1CC[C@]2(C)O	1	3	/	-6	3	/	1	/	2
C/C(=N\NC(=O)c1ccccc1O)c1c(O)n(C2CCCCC2)c(=O)[nH]c1=O	-4	1	4	-13	4	16	26*	22	19*
COC(=O)C1=C(c2cccc(OCc3ccccc3)c2)C[C@@H]2CC[C@H]1N2C(=O)NCc1ccc(F)cc1	-3	-3	-6	-5	/	17	6	-1	/
CN1CCC(OC(=O)c2cccc(F)c2)CC1	3	0	7	0	-2	4	5	1	3
CCn1c(C)c(C(=O)Nc2ccc(OC)cc2)c2cc(OC)ccc21	0	0	8	1	21	0	2	5	-3
O=c1[nH]c(=O)n(-c2ccccc2)c(O)c1C=NC12CN3CN(CN(C3)C1)C2	0	-1	/	-1	-1	/	2	/	5
O=c1[nH]c(=O)n(-c2cccc3ccccc23)c(O)c1C=NCCCn1ccnc1	0	-2	4	-5	2	-6	2	-5	0
O=[N+]([O-])/C(Cl)=C1\NCCN1Cc1ccc(Cl)nc1	0	0	7	-9	1	-1	1	1	3
Cn1c(O)c(C(=Nc2ccccc2)SCc2ccccc2Cl)c(=O)n(C)c1=O	-5	2	4	-8	-1	6	3	7	-1
COc1ccc(OC)c(NP(=O)(Oc2ccc(Cl)cc2)Oc2ccc(Cl)cc2)c1	-2	5	2	4	7	-4	2	-2	3
CN(C)[C@@H]1C(=O)C(C(N)=O)=C(O)[C@@]2(O)C(=O)C3=C(O)c4c(O)cccc4[C@@](C)(O)C3[C@H](O)C12 (stereo partly specified)	-1&-8	-8&0	26*!	-8&-8	62*	31*!	64*	47*!	32*!
COC(=O)OCC12CCC(O1)C1(C)C(=O)OCC21 (stereo unspecified)	1	-4	8	-3	3	3	0	2	-5
CN1CCC2(O)OCCCC2C1 (stereo unspecified)	3	1	3	-2	4	-2	3	-5	5
Cc1ccc(Oc2cc(NN3CCCCC3)c([N+](=O)[O-])cc2[N+](=O)[O-])c([N+](=O)[O-])c1	-3	3	-7	7	6	7	5	2	3
O=c1c2ccccc2nc(/C=C/c2ccc(O)cc2)n1-c1ccccc1O	2	-3	-6	8	-20	-2	2	-1	3
O=C1C2CCN(CC2)C1Cc1ccc(OCCOc2ccccc2)cc1 (stereo unspecified)	-1	3	7	1	-4	7	1	-4	3
COC(=O)C1=C(c2cccc(C#N)c2)C[C@@H]2CC[C@H]1N2C(=O)NCCNC(C)=O	-7	2	15	-4	/	-1	4	-4	/
C=CCN1C(=O)NC(=O)/C(=C/c2ccc(OC)c(CSc3ccccn3)c2)C1=O	-3	4	11	2	14	2	9	8	0
C=CCN1C(=O)CSc2ccc(C(=O)N3CCC4(CC3)OCCO4)cc21	-4	3	3	-1	1	5	3	-9	6
COc1ccc(CCC(C)NCCc2ccccc2)cc1 (stereo unspecified)	-6	-2	6	4	-5	-2	8	7	-1

Look-ups from the entries so far:
Under pPAFAH inh, CN1CCC2(O)OCCCC2C1 (stereo unspecified) has 3
Under GSTO1 inh, C=CCN1C(=O)NC(=O)/C(=C/c2ccc(OC)c(CSc3ccccn3)c2)C1=O has 14

Additional entries follow.
SMILES	PAD4 FP inh	LYPLA1 counter	PAFAH1B3 inh	PME-1 primary	GSTO1 inh	PAFAH1B2 FP inh	pPAFAH inh	PAFAH2 inh	Fam108B counter
CN1C(=O)C(=Cc2coc3ccccc3c2=O)C(=O)N(C)C1=O	-1	-1	5	-3	5	3	-4	2	-3
COc1cccc(N2C(=O)/C(=C/c3ccc(C)o3)C(=O)NC2=S)c1	-13	2	0	-5	10	1	18	16	-2
Cc1cc(/C=C2\C(=O)NC(=O)N(c3ccc(Cl)cc3)C2=O)c(C)n1-c1cccc(C(=O)O)c1	-2	1	4	-8	6	6	5	8	0
O=C1NC(=O)N(c2ccccc2)C(=O)/C1=C/c1ccc2c(c1)Cc1ccccc1-2	-8	-4	/	-10	12	/	2	/	-3
COP(=O)(OC)C1(Nc2ccc(C)cc2)CCCCC1	-5	5	6	-5	-13	6	1	-4	0
COC(=O)C1=C(c2ccc(-c3ccccc3)c(F)c2)C[C@@H]2CC[C@H]1N2C(=O)N1CCC(C)CC1	-5	2	0	-5	/	4	3	2	/
CC(=O)O[C@@H]1/C=C/[C@](C)(O)C[C@@H](C)C/C=C/[C@H]2[C@@H]3O[C@]3(C)[C@@H](C)[C@H]3[C@H](Cc4ccccc4)NC(=O)[C@@]312	0	0	/	-7	0	/	-3	/	-2
CCNc1nc(Cl)nc(NC(C)C)n1	1	5	6	1	4	3	6	0	-4
COc1ccccc1OC(=O)c1ccc(C)c(S(=O)(=O)N2CCOCC2)c1	-3	1	9	3	11	1	1	4	6
Cc1cc(C(=O)N=Nc2c(O)n(C)c3ccccc23)c(C)o1	1	3	13	-1	-1	5	-1	1	2
CC1CCN(c2cc(Br)c([N+](=O)[O-])cc2F)CC1	-3	-1	5	-6	1	0	-3	-3	1
CCN1CCN(C(=O)Cc2ccccc2OC)CC1	1	-2	11	-1	-1	0	2	-3	0
CCC1(c2ccccc2)C(=O)NC(=O)NC1=O	-7	/	6	/	/	2	0	-6	/
CN1CCc2nc3sc(C(=O)NC4CC4)c(N)c3cc2C1	-3	-2	7	-1	-5	3	3	-1	2
O=C/C=C/c1ccccc1	-1	/	5	/	/	0	3	3	/
O=C(CNC1CCCCC1)N1CCC2(CC1)OCCO2	-15	-7	1	-6	1	4	-11	-9	-5
N#CCCn1cc(C=C2C(=O)NC(=O)NC2=O)c(-c2ccccc2)n1	-2	4	5	-4	-5	-1	0	2	-1
CC1CCN(C(=O)COC(=O)c2cn(C)c3ccccc23)CC1	2	-2	1	4	/	5	-3	-4	/
O=[N+]([O-])c1ccc(CNCCc2ccccc2)cc1	-1	2	3	1	-6	3	6	-4	2
Cc1cc(C)c(N=Cc2c(O)[nH]c(=O)[nH]c2=O)c(C)c1	2	0	11	-2	0	3	0	2	1
CC(O)(CS(=O)(=O)c1ccc(F)cc1)C(=O)Nc1ccc(C#N)c(C(F)(F)F)c1 (stereo unspecified)	-2	-3	/	-20	4	/	-5	/	-1
Cc1c(CC(=O)N2C[C@H]3C[C@@H](C2)c2cccc(=O)n2C3)c(=O)oc2c(C)c(O)ccc12	6	-4	7	0	0	3	-1	5	0
O=C(c1cc(-c2ccc(Cl)cc2)n(-c2ccc(Cl)cc2Cl)n1)N1CCOCC1	-2	0	-6	4	7	6	4	1	4
COC(=O)C1=C(c2cccc(OCc3ccccc3)c2)C[C@@H]2CC[C@H]1N2C(=O)NCc1ccc(Br)cc1	-3	-1	1	-9	/	1	5	-7	/
O=C1NC(=O)N(c2ccc3c(c2)OCO3)C(=O)/C1=C/c1ccc(N2CCCCC2)o1	3	-2	2	-6	-3	-3	1	3	-1
CCOc1ccc(N2C(=O)NC(=O)/C(=C\c3ccc(N4CCOCC4)cc3C)C2=O)cc1	-6	4	1	2	5	-7	2	-10	0
COc1cc(Br)cc(CN2CCN(C)CC2)c1O	0	0	4	1	-4	3	6	5	1
CC12CN3CC(C)(CN(C1)C3c1cccs1)C2O (stereo unspecified)	-7	4	1	5	0	0	-5	2	-4
CCN(C(=O)COC(=O)c1cc(C)n(C2CC2)c1C)c1ccccc1	-7	-3	1	-6	/	5	-8	4	/
COc1ccc2ccccc2c1CNCCc1ccccc1	-2	-3	1	-2	-1	7	0	-7	2
CN1C(=O)C(=Cc2c(OCc3cnc(Cl)s3)ccc3ccccc23)C(=O)N(C)C1=O	1	-6	2	0	7	3	-1	6	4
